Rab2 wt GTP: changes GTP binding to wildtype dog Rab2A, up or down. P61105. hit rate 0.19% among 190,000. GST-Rab2 wt beads, Bodipy-GTP binding, flow cytometry. GTP binding activity, % at 10 µM;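 active = GTP binding activity at least 20 points away from 100%, either lowered or raised; inconclusive = signal likely due to the compound's own green fluorescence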;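 note: 0% = beads with excess unlabeled GTP and 100% = no-compound control corrected for plate trend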
Rac1 wt modul: human Rac1 wildtype GTP binding, inhibitors and activators; P63000; GST-Rac1 beads, fluorescent GTP binding, flow cytometry; actives lie on both sides; 0 = cold GTP competed, 100 = untreated; GTP binding activity (% of control), % at 10 µM; hit rate 0.27% among 190,000; AID 757;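 active = GTP binding activity at least 20 points away from the 100% control level, either lower or higher; inconclusive = compound flagged as likely green fluorescent, judged across all proteins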
Bim-Bcl-2: inhibitors of Bim-Bcl-2 interaction, human. AID 950. hit rate 0.06% among 190,000. inhibition, % at 10 µM. Bead-based flow cytometry, Bim peptide-Bcl-2 binding; in the data active = inhibition above about 40%; inconclusive = no clear call, values can overlap the other calls;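 note: 0% = no compound wells with probe peptide and 100% = reference peptide inhibitor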
Rab7 wt modul: dog Rab7 wildtype GTP binding, inhibitors and activators; GST-Rab7 beads, fluorescent GTP binding, flow cytometry; actives lie on both sides; untreated = 100%, excess cold GTP = 0%; GTP binding activity (percent of control), % at 10 µM; hit rate 0.055% among 190,000;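 active = fluorescent GTP binding to Rab7 beads changed by at least 20 points from the 100% baseline, either direction, mostly lower; inconclusive = compound itself probably fluorescent, or too few beads counted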;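 note: median green fluorescence of bound Bodipy-FL-GTP per Rab7 bead population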
Bim-Bcl-XL: human Bim-Bcl-XL interaction inhibition | Q07817 | Bim peptide-Bcl-XL binding, bead flow cytometry, fluorescence | inhibition, % at 10 µM | hit rate 0.04% among 190,000
Target sequence (Q07817 whole entry, looked up): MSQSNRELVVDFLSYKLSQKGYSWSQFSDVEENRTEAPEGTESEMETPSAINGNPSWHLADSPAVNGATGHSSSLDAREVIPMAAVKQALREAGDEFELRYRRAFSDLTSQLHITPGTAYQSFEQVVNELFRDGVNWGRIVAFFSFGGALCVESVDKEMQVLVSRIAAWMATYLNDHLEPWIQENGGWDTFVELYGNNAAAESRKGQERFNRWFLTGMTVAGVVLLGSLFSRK
HRas wt GTP bind: changes GTP binding to wildtype human HRas; GST-Ras wt beads, Bodipy-FL-GTP binding, flow cytometry; actives lie on both sides; GTP binding activity, % at 10 µM; AID 759; hit rate 0.14% among 190,000;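 active = GTP binding activity at least 20% away from the 100% baseline, either lowered as inhibitor or raised as activator; inconclusive = flagged as likely green fluorescent, judged across all proteins in the well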;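 note: 0% = unlabeled GTP competition control and 100% = no-compound control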
Target sequence (P01112 whole entry, looked up): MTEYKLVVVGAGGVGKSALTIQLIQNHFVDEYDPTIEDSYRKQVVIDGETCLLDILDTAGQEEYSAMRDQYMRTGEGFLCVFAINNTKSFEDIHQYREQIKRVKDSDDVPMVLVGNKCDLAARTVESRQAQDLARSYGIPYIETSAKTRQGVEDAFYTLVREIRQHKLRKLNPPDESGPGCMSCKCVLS
Bim-Bfl-1: disrupts Bim binding to human Bfl-1. Q16548. Bead-based flow cytometry, Bim-Bfl-1 binding inhibition. inhibition, % at 10 µM. hit rate 0.12% among 190,000;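 note: 0% = wells without compound plus tracer and 100% = blocker peptide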
Bim-Bcl-W: inhibitors of Bim-Bcl-W interaction, human | inhibition, % at 10 µM | Q92843 | bead-based flow cytometry, Bim peptide-Bcl-W binding | hit rate 0.02% among 190,000;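 note: 0% = bound tracer without compound and 100% = peptide blocker; higher means less fluorescent Bim peptide bound to Bcl-W beads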
Target sequence (Q92843 whole entry, looked up): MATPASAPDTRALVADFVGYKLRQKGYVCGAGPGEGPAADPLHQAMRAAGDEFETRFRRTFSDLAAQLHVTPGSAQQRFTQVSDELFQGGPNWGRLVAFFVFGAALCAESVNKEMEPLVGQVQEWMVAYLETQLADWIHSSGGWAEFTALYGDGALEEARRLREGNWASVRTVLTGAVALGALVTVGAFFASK
Cdc42 wt GTP: human Cdc42 wildtype GTP binding change, either direction; AID 761; percent activity (GTP binding), % at 10 µM; hit rate 0.2% among 190,000; P60953; GST-Cdc42 beads, Bodipy-GTP binding, flow cytometry; actives lie on both sides;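 active = percent activity GTP binding at least 20 points away from the 100% baseline, either down as inhibitor or up as activator; inconclusive = compound flagged as likely green fluorescent from well-wide comparison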;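 note: median bead fluorescence of bound Bodipy-FL-GTP at 100 nM; 0% = excess unlabeled GTP control and 100% = no compound control; below 100% means less GTP binding so inhibitor and above means activator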
Target sequence (P60953 whole entry, looked up): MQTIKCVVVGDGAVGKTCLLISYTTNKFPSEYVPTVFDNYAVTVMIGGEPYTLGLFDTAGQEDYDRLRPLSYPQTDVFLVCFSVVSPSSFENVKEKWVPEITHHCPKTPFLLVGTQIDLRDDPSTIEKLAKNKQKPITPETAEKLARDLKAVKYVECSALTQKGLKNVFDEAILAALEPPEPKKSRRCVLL
Rac1 mut GTP: human Rac1 activated mutant GTP binding change; AID 764; percent activity (GTP binding), % at 10 µM; P63000; GST-Rac1 activated beads, fluorescent GTP binding, flow cytometry; actives lie on both sides; 100% means binding = to untreated wells; hit rate 0.11% among 190,000;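 active = GTP binding at least 20 percentage points away from the 100% baseline, in either direction, so actives lie on both sides; inconclusive = Compound likely fluorescent itself, or too few beads counted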
Bim-Bcl-B: inhibitors of Bim-Bcl-B interaction, human; AID 951; hit rate 0.073% among 190,000; Q9HD36; bead-based flow cytometry, Bim peptide-Bcl-B binding; inhibition, % at 10 µM;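 note: 0% = tracer peptide without compound and 100% = reference inhibitor peptide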
An asterisk follows results filed as active; ? = inconclusive. Cut-off read from the data, not from the text of the source, unless noted: active = inhibition above about 40%.

| Rab2 wt GTP | Rac1 wt modul | Bim-Bcl-2 | Rab7 wt modul | Bim-Bcl-XL | HRas wt GTP bind | Bim-Bfl-1 | Bim-Bcl-W | Cdc42 wt GTP | Rac1 mut GTP | Bim-Bcl-B | smiles |
| --- | --- | --- | --- | --- | --- | --- | --- | --- | --- | --- | --- |
| 93 | 97 | -1 | 93 | -3 | 94 | -4 | -4 | 92 | 94 | -7 | Cc1ccc2cccc(S(=O)(=O)N3CCCc4ccccc43)c2n1 |
| 96 | 97 | -2 | 100 | 0 | 99 | -2 | 1 | 91 | 92 | 0 | CC(C)CCNC(=O)C(c1ccc(O)cc1)N(C(=O)C1COc2ccccc2O1)c1cccc(O)c1 (stereo not given) |
| 103 | 108 | 1 | 99 | -1 | 108 | 0 | 0 | 110 | 101 | 2 | COc1ccc(C(CNC(=O)COc2ccccc2C#N)N2CCOCC2)cc1 (stereo not given) |
| 91 | 92 | -3 | 103 | 2 | 93 | -4 | 0 | 89 | 91 | 1 | COc1cc2[nH]c3c(=O)n4c(nc3c2cc1OC)SCCC4 |
| 100 | 106 | -5 | 100 | -9 | 103 | -2 | -4 | 99 | 100 | -8 | CC(C)c1cc(N2CCC(=O)NC2=O)cc(C(=O)O)c1O |
| 103 | 106 | 2 | 99 | -3 | 102 | -2 | -3 | 105 | 103 | -4 | O=C(CN1CCCC1)Nc1c2c(cc3c1CCC3)CCC2 |
| 97 | 93 | -6 | 93 | -5 | 97 | -5 | -1 | 97 | 95 | -6 | Clc1ccc2nc(CN3CCCc4ccccc43)cn2c1 |
| 97 | 101 | 0 | 90 | -6 | 96 | 1 | -3 | 99 | 98 | -3 | O=C(c1ccc(Cl)c(Cl)c1)N1CCC(=O)N(C(COCc2cccc(Cl)c2)Cc2ccccc2)CC1 (stereo not given) |
| 97 | 100 | -4 | 98 | -8 | 97 | 2 | -6 | 102 | 98 | -4 | CCc1nc2c(c(=O)c3ccccc3n2C)c(=O)n1CCc1ccc(OC)cc1 |
| 104 | 108 | -4 | 104 | -2 | 102 | -4 | -1 | 104 | 102 | -5 | CCCNC(=O)Cn1cccc1C(=O)c1ccccc1 |

(listing goes on)
| Rab2 wt GTP | Rac1 wt modul | Bim-Bcl-2 | Rab7 wt modul | Bim-Bcl-XL | HRas wt GTP bind | Bim-Bfl-1 | Bim-Bcl-W | Cdc42 wt GTP | Rac1 mut GTP | Bim-Bcl-B | smiles |
| --- | --- | --- | --- | --- | --- | --- | --- | --- | --- | --- | --- |
| 97 | 95 | -3 | 97 | -3 | 97 | -1 | -3 | 100 | 99 | -7 | Cc1sc2nc(SCC(=O)NCCOCCO)nc(N)c2c1C |
| 101 | 105 | -12 | 103 | -6 | 101 | -14 | -2 | 99 | 99 | -7 | N#CCCN(C(=O)CSc1ccc2c(c1)OCCO2)c1ccc(F)cc1 |
| 102 | 98 | -1 | 99 | -2 | 104 | -1 | -2 | 103 | 98 | -3 | Cc1c(C(c2cc3c(cc2Br)OCO3)c2c(C)n(C)n(-c3ccccc3)c2=O)c(=O)n(-c2ccccc2)n1C |
| 96 | 99 | 0 | 96 | 4 | 97 | 4 | 5 | 95 | 95 | -1 | COc1ccc(C(=O)/C=C/c2ccc(O)cc2)cc1 |
| 100 | 101 | 1 | 97 | 0 | 100 | 8 | -3 | 103 | 101 | 4 | Cc1ccc(-n2c(SCC(=O)NCc3ccco3)nnc2-c2cccnc2)cc1 |
| 96 | 97 | 0 | 99 | -3 | 96 | -7 | 0 | 96 | 91 | -3 | Cc1cc(OCc2nnc(SC(C)C(=O)O)n2Cc2ccccc2)ccc1Cl (stereo not given) |
| 94 | 92 | -3 | 102 | -3 | 91 | -2 | 0 | 92 | 89 | -2 | O=C(O)Cc1sc(-c2ccccc2)nc1-c1cccs1 |
| 94 | 98 | -9 | 98 | -8 | 94 | -5 | -5 | 99 | 97 | -6 | CCOC(=O)c1cn(CC)c2cc(Cl)c([N+](=O)[O-])cc2c1=O |
| ? | ? | -5 | ? | -5 | ? | -11 | 2 | ? | ? | -4 | COc1cc(OC)c(C2N(C)c3ccccc3N2C)cc1OC |
| 100 | 104 | -7 | 98 | -5 | 100 | -9 | 0 | 97 | 102 | -7 | CC1CSc2nnc(CCc3ccccc3)n21 (stereo not given) |

More structures follow.
| Rab2 wt GTP | Rac1 wt modul | Bim-Bcl-2 | Rab7 wt modul | Bim-Bcl-XL | HRas wt GTP bind | Bim-Bfl-1 | Bim-Bcl-W | Cdc42 wt GTP | Rac1 mut GTP | Bim-Bcl-B | smiles |
| --- | --- | --- | --- | --- | --- | --- | --- | --- | --- | --- | --- |
| 95 | 97 | 0 | 96 | -4 | 99 | -10 | 3 | 99 | 96 | 0 | COc1ccc(C2(C(=O)NCCCN3CCOCC3)CCOCC2)cc1 |
| 95 | 98 | 1 | 97 | -1 | 97 | 1 | 1 | 97 | 97 | 0 | O=C(CCCOc1ccc(Cl)cc1Cl)N/N=C/c1ccccc1O |
| 103 | 110 | -6 | 103 | -2 | 103 | -9 | 0 | 103 | 100 | -6 | [O-]/[N+](=C/c1cccnc1)c1ccc(Br)cc1 |
| 100 | 107 | -9 | 99 | -5 | 101 | -18 | 0 | 104 | 100 | -6 | COc1cccc(NC(=O)Cn2cnc3sc(C)c(S(=O)(=O)N4CCN(C)CC4)c3c2=O)c1 |
| 99 | 110 | 0 | 102 | -6 | 101 | -1 | -3 | 104 | 99 | -6 | Cc1ccc(Cl)cc1N1CCN(C(=O)C2CCC(=O)N2C(C)C)CC1 (stereo not given) |
| 95 | 95 | 0 | 92 | 0 | 94 | -7 | 0 | 94 | 95 | -9 | CS(=O)(=O)N(CC(=O)Nc1ccccc1)c1cccc(Cl)c1Cl |
| ? | ? | -10 | ? | -8 | ? | -14 | -3 | ? | ? | -8 | O=C(NC1CC1)c1cc(F)c(F)cc1Cl |
| 98 | 102 | -6 | 98 | 2 | 100 | -10 | 0 | 101 | 99 | -12 | CCOc1ccc2nc(NC(=O)C3CCCN(S(=O)(=O)c4cccs4)C3)sc2c1 (stereo not given) |
| 98 | 108 | -8 | 100 | -7 | 100 | -17 | -2 | 102 | 99 | -10 | Cn1c(C(=O)NCC2CCCO2)cc2c(=O)[nH]c3ccccc3c21 (stereo not given) |
| 99 | 104 | -10 | 101 | -5 | 100 | -15 | -2 | 98 | 99 | -9 | COc1ccccc1N1CCN(C(=O)CSc2nc3ccccc3c(=O)n2CC2CCCO2)CC1 (stereo not given) |

(next part)
| Rab2 wt GTP | Rac1 wt modul | Bim-Bcl-2 | Rab7 wt modul | Bim-Bcl-XL | HRas wt GTP bind | Bim-Bfl-1 | Bim-Bcl-W | Cdc42 wt GTP | Rac1 mut GTP | Bim-Bcl-B | smiles |
| --- | --- | --- | --- | --- | --- | --- | --- | --- | --- | --- | --- |
| 99 | 96 | 2 | 98 | 0 | 96 | 4 | -3 | 94 | 94 | 0 | COc1cc(NC(=O)c2ccco2)c(OC)cc1NC(=O)Nc1cccc(Cl)c1 |
| 100 | 101 | -4 | 94 | 0 | 97 | -7 | 0 | 96 | 95 | -3 | CCN(CC)CC(=O)Nc1sc(C)c(C)c1C(=O)c1ccc(C)cc1 |
| 88 | 86 | -1 | 96 | -3 | 89 | -4 | 0 | 83 | 82 | -4 | O=C(C[n+]1cccc(O)c1)Nc1ccc(Br)cc1 |
| 90 | 93 | -3 | 91 | -2 | 93 | -1 | -1 | 90 | 93 | 1 | CSc1nnc(-c2ccccc2N=Cc2c(C)[nH]n(-c3ccc4ccccc4c3)c2=O)c(=O)[nH]1 |
| 100 | 103 | 7 | 97 | -1 | 97 | 3 | 2 | 98 | 98 | 4 | Cn1c(COc2ccccc2)nnc1SCc1cc(=O)[nH]c2ccccc12 |
| 109 | 106 | -5 | 104 | -1 | 108 | 0 | -2 | 109 | 103 | -1 | CC(=O)Nc1ccccc1C(=O)N1CCc2ccccc21 |
| 94 | 96 | 3 | 89 | 12 | 91 | 0 | -4 | 98 | 98 | -2 | O=C(CS(=O)CC(=O)N(c1ccccc1)C(C(=O)NC1CCCC1)c1cccs1)Nc1ccc(F)cc1 (stereo not given) |
| 96 | 101 | -12 | 99 | -2 | 101 | -12 | -1 | 101 | 98 | -7 | CCn1c(SC/C=C/c2ccccc2)nnc1-c1cccs1 |
| 101 | 102 | -1 | 95 | -3 | 100 | 0 | -1 | 101 | 100 | -1 | CS(=O)(=O)n1nc(-c2ccccc2)nc1N |
| 103 | 106 | -3 | 102 | -2 | 103 | 0 | -3 | 105 | 101 | 0 | CCOC(=O)c1sc(N(C)C(C)=O)nc1C |

Additional compounds
| Rab2 wt GTP | Rac1 wt modul | Bim-Bcl-2 | Rab7 wt modul | Bim-Bcl-XL | HRas wt GTP bind | Bim-Bfl-1 | Bim-Bcl-W | Cdc42 wt GTP | Rac1 mut GTP | Bim-Bcl-B | smiles |
| --- | --- | --- | --- | --- | --- | --- | --- | --- | --- | --- | --- |
| 87 | 95 | -5 | 96 | -2 | 91 | -6 | -3 | 90 | 92 | -4 | CC(=O)c1sc(-c2ccccc2Cl)nc1C |
| 94 | 98 | -2 | 93 | -3 | 94 | 0 | -2 | 92 | 95 | -6 | Cc1ccc(O)c(-c2cc(C(=O)NCc3ccccc3)[nH]n2)c1 |
| 98 | 99 | -3 | 97 | -1 | 99 | -1 | 1 | 98 | 96 | -2 | CCCSC1=N/C(=C\c2ccsc2)C(=O)S1 |
| 95 | 93 | 0 | 90 | 1 | 95 | -2 | 0 | 95 | 95 | 3 | O=C(NCc1ccccn1)c1nn(-c2ccccc2)c(=O)c2ccccc12 |
| 98 | 102 | 0 | 101 | 0 | 97 | 0 | -2 | 96 | 97 | -5 | Cc1ccccc1NC(=O)CSc1n[nH]c(-c2ccco2)n1 |
| 100 | 104 | -9 | 100 | -1 | 101 | -7 | 0 | 101 | 98 | -10 | COc1cccc(-c2nnc(NC(=O)c3ccc(S(=O)(=O)N4CC(C)OC(C)C4)cc3)o2)c1 (stereo not given) |

Screening data deposited in PubChem by NMMLSC.
